# D3 ag = activates the human D3 dopamine receptor; D3R DiscoveRx beta-arrestin cells, luminescence, 90 min; max activation, %; hit rate 0.58% among 410,000; in the data active = max activation above about 30%; note: 0% is about no effect; mostly tested at two doses, the higher about 12 µM
# Target sequence (P35462 whole entry, looked up): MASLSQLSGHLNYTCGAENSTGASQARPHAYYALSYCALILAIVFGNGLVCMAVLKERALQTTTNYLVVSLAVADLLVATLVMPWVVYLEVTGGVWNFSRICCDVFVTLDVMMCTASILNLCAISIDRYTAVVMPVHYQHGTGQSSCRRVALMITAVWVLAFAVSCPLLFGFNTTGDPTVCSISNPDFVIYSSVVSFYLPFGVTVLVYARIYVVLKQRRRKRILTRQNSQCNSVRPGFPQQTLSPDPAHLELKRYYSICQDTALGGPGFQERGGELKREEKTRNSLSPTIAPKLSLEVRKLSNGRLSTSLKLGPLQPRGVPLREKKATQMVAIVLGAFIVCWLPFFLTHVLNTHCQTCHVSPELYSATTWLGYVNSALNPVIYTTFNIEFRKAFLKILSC
#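 Cells at 1500/well, incubated overnight, then treated with pinned compounds (dopamine as control) for 90 min at 37 degrees C. DiscoveRx reagent added for 30 - 60 minutes at room temperature; luminescence read.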
# KB-V1 MDR tox = KB-V1 MDR subline cytotoxicity; KB-V1 MDR cells viability, CellTiter-Glo, 72 h; Potency, µM (highest dose often 46.1 µM), for the others: at the highest dose activity change, negative = cytotoxicity, most hits filed as cytotoxic; hit rate 3.4% among 400,000; AID 1347076; note: potency is the fitted concentration of half-maximal effect; % is set by controls: 0 for no effect and ±100 for the full control effect; nearly all actives have a fitted effect of over 60% in size
#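 KB-V1 MDR subline cells in DMEM (phenol-red free, 10% FBS) exposed to compounds in qHTS concentration series for 72 h at 37 degrees C. Viability read by CellTiter-Glo luminescence; concentration-effect curves fitted after normalization and correction.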
# D3 antag = blocks the human D3 dopamine receptor. D3R cells, DiscoveRx beta-arrestin luminescence, antagonist mode; active compounds read low. max response, negative = inhibition, %. hit rate 2.5% among 360,000. AID 652054; in the data active = max response below about -50%; inconclusive = no clear call, values can overlap the other calls; note: % is set by controls: 0 for no effect and ±100 for the full control effect; mostly tested at two doses, the higher about 12 µM
#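 Cells expressing the human receptor were seeded at 1500 cells/well, incubated overnight at 37 degrees C in 5% CO2, then exposed to library compounds with dopamine controls for 90 minutes at 37 degrees C before luminescent detection.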
# PTHR1 ag = activates the human parathyroid hormone receptor PTHR1. Q03431. HEK293 GP2 PTHR1 cells, GloSensor cAMP luminescence, 1 h. Potency, µM (highest dose often 115 µM), for the others: at the highest dose activation, usual class: activators. hit rate 0.075% among 410,000. AID 743266; note: potency is the fitted concentration of half-maximal effect; nearly all actives have a fitted effect of over 55% in size; some results filed as inactive show a strong effect at the top dose; inactives centre near -15; many of its hits are not listed in these tables
#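 HEK-293-derived GP2 cells expressing PTHR1 and a GloSensor cAMP reporter, 3,000/well, plated overnight, given luciferin plus IBMX (each 0.5 mM as added) for 1 h at 37 °C, then compound for 1 h at 37 °C. Luminescence was read after 15 min at room temperature.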
# GLP1R inv ag = GLP-1 receptor (human) inverse agonism | P43220 | HEK293 GLP-1R CRE-luciferase, luminescence, 24 h; GLP-1R form is constitutively active | Potency, µM (titrated, usually from 38.3 µM), inactives show at the top dose activity change, negative = inhibition, hits mostly inhibitors | hit rate 1.6% among 410,000 | AID 624417; note: potency is the fitted concentration of half-maximal effect; % is set by controls: 0 for no effect and ±100 for the full control effect; nearly all actives have a fitted effect of over 55% in size
# Target sequence (P43220 whole entry, looked up): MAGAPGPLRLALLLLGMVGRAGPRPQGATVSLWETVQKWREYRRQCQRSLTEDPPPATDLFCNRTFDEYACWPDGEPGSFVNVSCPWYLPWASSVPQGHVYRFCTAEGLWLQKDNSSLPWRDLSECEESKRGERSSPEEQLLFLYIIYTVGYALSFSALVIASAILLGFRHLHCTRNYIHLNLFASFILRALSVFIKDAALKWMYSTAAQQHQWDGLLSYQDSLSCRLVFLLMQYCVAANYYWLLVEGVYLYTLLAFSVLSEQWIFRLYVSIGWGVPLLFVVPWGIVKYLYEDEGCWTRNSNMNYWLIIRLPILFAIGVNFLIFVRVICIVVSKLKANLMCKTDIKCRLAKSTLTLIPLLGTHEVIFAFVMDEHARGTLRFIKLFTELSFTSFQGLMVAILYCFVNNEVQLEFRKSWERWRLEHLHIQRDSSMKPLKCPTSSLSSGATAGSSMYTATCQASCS
#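 Stable HEK293 clone (constitutively active GLP-1R + cAMP-response luciferase); 200 cells/uL plated, 12 h pre-culture, compound 24 hr, 37 deg C/5% CO2; detection reagent 12 min RT; luminescence.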
# GLP-1R agonist = activates the human GLP-1 receptor. AID 624172. HEK293 GLP-1R CRE-luciferase, luminescence, 4-6 h; cells express a hypersensitive GLP-1R form. hit rate 0.007% among 380,000. P43220. Potency, µM (top dose mostly 45.6 µM), for the others: at the top dose activation, most hits filed as activators; note: potency is the fitted concentration of half-maximal effect; % of control where 0% means no effect
# TDP43 rescue = inhibitors of TDP-43 toxicity in yeast; hit rate 1.8% among 410,000; AID 652104; Potency, µM (top dose mostly 46.1 µM), without a hit: at the top dose growth rescue (activation), hits mostly activators; TDP-43 expressing yeast growth rescue, BacTiter-Glo, 24 h; note: potency is the fitted concentration of half-maximal effect; % of control where 0% means no effect; nearly all actives have a fitted effect of over 50% in size
#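 Yeast cells expressing TDP-43 under galactose induction are exposed to compounds for 24 hr at 30 deg C. BacTiter-Glo luminescence measures growth, so protective compounds score as activators.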
# GLP1R cytotox = cytotoxicity in counter-screen for GLP-1R inverse agonists. hit rate 0.13% among 410,000. HEK293 cAMP-luciferase reporter cells, luminescence, 24 h. Potency, µM (series often up to 38.3 µM), for inactives: at the highest dose activity change, negative = inhibition, hits mostly inhibitors. AID 624418;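 note: loss of luciferase light is scored as toxicity; potency is the fitted concentration of half-maximal effect; % is set by controls: 0 for no effect and ±100 for the full control effect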
#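 Luminescence readout: signal drop marks cytotoxicity. Plated cells grew 12 h at 37 °C, 5% CO2, received 23 nL compound for 24 h, then got luciferase reagent, read after 12 min at RT.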
# aSyn rescue = rescues yeast growth from alpha-synuclein toxicity | Yeast expressing alpha-synuclein, growth rescue, BacTiter-Glo, 24 h | Potency, µM (doses to about 46.1 µM), for the others: at the highest dose growth rescue (activation), hits mostly activators | hit rate 0.14% among 370,000 | AID 652106; note: potency is the fitted concentration of half-maximal effect; % of control where 0% means no effect; nearly all actives have a fitted effect of over 65% in size
#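 Rescue of yeast growth: cells expressing toxic alpha-synuclein, induced in galactose at OD600 0.02, incubated with compound 24 h at 30 C. ATP luminescence quantified growth; inhibitors of toxicity appear as activators.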
# Starred values were filed as active, the others as inactive; i = inactive; ? = inconclusive; · = not tested or not shown; & = joins results of further samples; [ ] = remark or other dose. Unless noted, calls come from the whole dose curve; as a rule, active = well fitted curve in the direction sought with a large enough effect; inconclusive = small, poorly fitted or top-dose-only effect, or another doubt; inactive = no such curve, though single readings can be large; an effect the other way counts as inactive or inconclusive. Not all compounds are listed (hit frequency here may not be typical).
SMILES,D3 ag,KB-V1 MDR tox,D3 antag,PTHR1 ag,GLP1R inv ag,GLP-1R agonist,TDP43 rescue,GLP1R cytotox,aSyn rescue
Cc1nn(-c2ccccc2)c2c1N(CC(=O)N1CCN(c3ccc(F)cc3)CC1)C(=O)CS2,1,-15%,·,-11%,10%,·,?,0%,·
O=c1c(Cl)c(Cl)cnn1Cc1nnc(-c2ccccc2Br)o1,-16,?,-81*,-19%,?,-6%,13µM*,?,5%
Cc1ccc(-c2csc3ncn(CC(=O)N4CCOCC4)c(=O)c23)cc1C,-14,-9%,-9,i,-2%,-6%,2%,8%,2%
N#Cc1nc(COc2ccc(Cl)cc2)oc1NCc1ccc2c(c1)OCO2,6,?,21,-37%[inhibitor],?,2%,4%,-9%,-3%
COc1ccc(S(=O)(=O)N2CCCCC2)cc1NC(=O)CCNC(=O)c1ccc(Cl)cc1,-7,16%,7,i,-9%,2%,7%,8%,-1%
COc1cc(NC(=O)CCCNC(=O)c2ccc(Cl)cc2)cc(OC)c1OC,-5,24%,-2,-22%,6%,-3%,10%,2%,-2%
NS(=O)(=O)c1ccc(CNC(=O)c2ccc(C(=O)c3ccccc3)cc2)cc1,1,0%,3,-9%,12%,5%,-13%,5%,-3%
COc1cc(NC(=O)c2ccccc2)c(OC)cc1NC(=O)CN1C(=O)NC2(CCCCC2)C1=O,-2,?,-28,9%,-13%,-1%,1%,?,-3%
CN(CC(=O)Nc1cccc(F)c1)C(=O)c1ccc(-n2cncn2)c([N+](=O)[O-])c1,6,-1%,5,-6%,-18%,-9%,19%,-22%,1%
C[C@H](CO)N1C[C@H](C)[C@@H](CN(C)S(=O)(=O)c2ccc(F)cc2)Oc2ccc(NC(=O)CCC(F)(F)F)cc2C1=O,-20,-10%,6,-32%[inhibitor],13%,-1%,-13%,-30%,-7%
O=C(ON=C1CCN(S(=O)(=O)c2ccccc2)CC1)c1ccc(Cl)cc1,0,6%,8,-6%,13%,-7%,?,1%,-6%
CNC(=O)CN(C)S(=O)(=O)c1ccc(F)cc1,-10,2%,20,?,1%,2%,0%,3%,-2%
COc1ccc(CNC(=O)CN(C)Cc2ccc(C(C)(C)C)cc2)cc1,-13,?,-5,-68%[inhibitor],?,3%,-4%,0%,-1%
CS(=O)(=O)Nc1ccc(Cc2ccc(NS(C)(=O)=O)cc2)cc1,0,13%,11,-27%,?,-7%,3%,-7%,0%
Cc1nc2ccccc2c2c(N)cccc12,10,24%,10,-19%,8%,2%,-7%,-20%,7%
CSc1ccccc1NC(=O)COC(=O)c1ccccc1O,8,2%,10,i,3%,13%,-3%,-2%,-8%
CCCn1c(SC(C)C(=O)O)nc2ccccc21 (stereo not given),1,25%,?,-3%[57.5 µM],4%,-2%,6%,6%,3%
Cc1ccc(NC(=O)NC2CCN(S(=O)(=O)c3ccc(F)cc3)CC2)cc1,10,-23%,-13,i,?,-1%,-9%,-26%,-2%
Cc1[nH]c2ccccc2c1C(=O)NS(=O)(=O)Nc1ccc(F)cc1,-6,2%,-15,i,13%,2%,-8%,-3%,0%
O=C1NCCC/C1=N\Nc1ccc(Br)cc1,0,18%,-3,-14%,?,1%,0%,13%,24%
Cc1ccc(NC(=O)Nc2cccc(C)n2)c(C)c1,8,0%,-1,-10%,4%,3%,14%,-1%,3%
COc1ccc(C2C(C(N)=O)=C(C)Nc3nc(-c4ccccc4Cl)nn32)c(OC)c1 (stereo not given),-12,0%,-4,24%,4%,14%,-7%,1%,-1%
Cc1cc(NC(=O)C(C)SCC(=O)N(C)CC(=O)Nc2ccccc2C(F)(F)F)no1 (stereo not given),2,4%,5,i,5%,-8%,7%,2%,0%
CN1OC[C@@H]2CN(S(=O)(=O)c3ccccc3)[C@H](c3cccc(Br)c3)C[C@@H]21,5,-2%,0,i,-5%,3%,31%,1%,11%
C#CCOCCOCCOCCNc1nc(N2CCN(C(=O)CCCCCCCCCCNC(=O)Cn3cc(C[C@@H](C)O)nn3)CC2)nc(N2CCN(C(=O)CCCCCCCCCCNC(=O)[C@@H](CCSC)n3cc(CCO)nn3)CC2)n1,6,0%,3,20%,123%[activator],16%,8%,3%,-1%
# The listing continues.
SMILES,D3 ag,KB-V1 MDR tox,D3 antag,PTHR1 ag,GLP1R inv ag,GLP-1R agonist,TDP43 rescue,GLP1R cytotox,aSyn rescue
CC(=O)Nc1ccc(NC(=O)C2CCCN2/C=C/C(=O)C(F)(F)F)cc1 (stereo not given),2,1%,5,i,14%,0%,-3%,3%,6%
C=CCc1c(C)nc(SCc2ccccc2)[nH]c1=O,4,0%,6,i,32%,11%,?,4%,3%
CN(C)/C=N/S(=O)(=O)c1cccn1-c1ncc(C(F)(F)F)cc1Cl,9,9%,11,i,32%[activator],10%,-12%,5%,-5%
Cc1cc2cc(NC(=O)c3ccco3)ccc2[nH]1,-13,22%,-13,?,-9%,14%,-3%,6%,-14%
COCCCNC(=O)C(=O)N/N=C/c1ccc(OCC(=O)Nc2cccc(Cl)c2C)c(OC)c1,7,9%,26,i,3%,-4%,6%,10%,3%
CC(C)c1cc(NC(=O)CCl)on1,0,-20%,-2,-44%[inhibitor],2%,-5%,23%,?,7%
COc1ccc(C(=O)CSc2ccc(-c3ccc(C)cc3)nn2)cc1,3,?,8,-32%[inhibitor],?,1%,-14%,1%,12%
CCc1ccc(C(C)NC(=O)C2(C)CC2(Br)Br)cc1 (stereo not given),-5,-16%,8,-4%[57.5 µM],10µM*,-8%,?,-7%,1%
COc1ccc(CC(=O)Oc2ccc(C(C)C)cc2)cc1S(=O)(=O)N1CCOCC1,0,?,6,i,0%,6%,19%,-6%,8%
CCC(c1ccccc1)c1nnc(NC(=O)c2ccco2)s1 (stereo not given),-2,-24%,-1,-11%,10%,-1%,2%,6%,-9%
CCc1nc2ccc(C(=O)NCC3CCCCC3)cn2c1N(C)Cc1nccs1,-1,-18%,5,-14%,-6%,-5%,12%,-9%,13%
Cc1cccc(-c2noc(-c3ccc(NCc4ccco4)c([N+](=O)[O-])c3)n2)c1,-9,1%,·,i,3%,·,9%,1%,·
Cc1cc(C(=O)N2CCN(S(=O)(=O)c3ccc(F)c(Cl)c3)CC2)c(C)o1,4,1%,5,-25%,?,-5%,22%,0%,5%
O=C(c1ccc(Cl)cc1)c1cnc(-c2ccc(Cl)cc2)s1,0,6%,13,-10%[57.5 µM],10%,-2%,-22%,2%,-1%
Brc1cnc(OCc2ccccc2)nc1OCc1ccccc1,0,3%,-2,-27%,-79%,12%,-4%,24%,4%
C=CCNc1nc(Nc2ccccc2F)nc(OCC)n1,2,0%,10,i,-21%,35%,12%,11%,-9%
O=S(=O)(NCC1COc2ccccc2O1)c1ccc2ccccc2c1 (stereo not given),1,-3%,-11,-23%,-19%,1%,7%,12%,-2%
C=CCn1c(O)c(C(CC)=Nc2ccccc2NC(=O)CC)c(=O)[nH]c1=O,-3,-2%,6,i,-2%,-6%,4%,-12%,-4%
O=C(O)CCNC1CCCCC1,-2,0%,-17,i,3%,-2%,-2%,1%,0%
CCOc1ccc(C(=O)Nc2nnc(SCC(=O)NCC3CCCO3)s2)cc1 (stereo not given),2,2%,-14,-17%,2µM*,-5%,9%,13%,0%
COc1cc2oc(-c3ccc(O)cc3)cc(=O)c2c(OC)c1O,-1,0%,33,25%,22%,23%,25%,-8%,4%
CN(C)CCCO[C@@H]1[C@H]2OC(C)(C)O[C@H]2O[C@@H]1[C@H](O)CO,14,7%,27,i,-12%,-5%,6%,1%,0%&7%
Cc1noc(/C=C/N(C)C)c1S(=O)(=O)N1CCC(C(=O)NC(C)(C)C)CC1,5,12%,0,i,-22%,-4%,14%,2%,4%
C=C(C)CSc1nc(-c2ccccc2)cc(-c2ccc(OC)cc2)c1C#N,-4,·,·,i,-12%,·,0%,9%,·
Cn1c(O)c(N=NC(=O)CNC(=O)c2ccccc2)c2cc(Br)ccc21,-6,?,-24,-20%,34%[activator],12%,10%,18%,3%

# 2 compounds picked at random from the list so far:
SMILES,D3 ag,KB-V1 MDR tox,D3 antag,PTHR1 ag,GLP1R inv ag,GLP-1R agonist,TDP43 rescue,GLP1R cytotox,aSyn rescue
Cc1nc2ccccc2c2c(N)cccc12,10,24%,10,-19%,8%,2%,-7%,-20%,7%
COc1cc(NC(=O)CCCNC(=O)c2ccc(Cl)cc2)cc(OC)c1OC,-5,24%,-2,-22%,6%,-3%,10%,2%,-2%

# Other results:
SMILES,D3 ag,KB-V1 MDR tox,D3 antag,PTHR1 ag,GLP1R inv ag,GLP-1R agonist,TDP43 rescue,GLP1R cytotox,aSyn rescue
CCC1S/C(=N/S(=O)(=O)c2ccc(N)cc2)NC1=O (stereo not given),4,31%,-1,i,9%,-2%,7%,-3%,-1%
CCSc1ncc(Cl)c(C(=O)Nc2sc3c(c2C(=O)NC)CCCC3)n1,-8,5%&-20%,·,i,9%,·,5%,3%,-1%
CCOc1ccccc1NC(=O)C(=O)CC(=O)c1cccc(OC)c1,-5,2%,-14,i,1%,0%,?,1%,7%
CCOC(=O)Nc1ccc(C)cc1NC(=O)OCC,-3,0%,-12,-52%,15%,-1%,?,-6%,4%
Cc1cc(C(=O)Nc2cccc(NC(=O)c3ccco3)c2)ccc1[N+](=O)[O-],8,-8%,12,-28%,-20%,4%,1%,-1%,-5%
O=C(CCCSc1nc2ccccc2[nH]1)NC1=NCCS1,1,14%,6,i,19%,-5%,-3%,-3%,-11%
O=C(CCn1ccc2cc(S(=O)(=O)N3CCCC3)ccc21)NCc1ccccc1Cl,-1,?,·,-4%,?,·,19%,15%,·
CCCCCNC(=O)c1ccc2c(=O)[nH]c3c(C(=O)NCC4CCCO4)sc(=S)n3c2c1 (stereo not given),-2,3%,11,-15%,?,-17%,12%,-22%,-11%

# Bioassay records (PubChem)
